5HT1a antag: human 5-HT1a receptor antagonists, primary screen, cell-based, CHO, Ga15 NFAT-bla reporter; hit rate 0.68% among 62,000; CHO 5-HT1a Ga15 NFAT-bla reporter, antagonist mode; inhibition, % at 10 µM; 5-hydroxytryptamine receptor 1A (Homo sapiens), P08908;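 active = inhibition above the mean of all tested compounds plus 3 SD, cut at about 43% in these data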;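 also: receptor stimulated by 5-CT agonist at 100 nM near EC80; beta-lactamase reporter measured by ratiometric fluorescence of a cleavable substrate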
Target sequence (P08908 whole entry, looked up): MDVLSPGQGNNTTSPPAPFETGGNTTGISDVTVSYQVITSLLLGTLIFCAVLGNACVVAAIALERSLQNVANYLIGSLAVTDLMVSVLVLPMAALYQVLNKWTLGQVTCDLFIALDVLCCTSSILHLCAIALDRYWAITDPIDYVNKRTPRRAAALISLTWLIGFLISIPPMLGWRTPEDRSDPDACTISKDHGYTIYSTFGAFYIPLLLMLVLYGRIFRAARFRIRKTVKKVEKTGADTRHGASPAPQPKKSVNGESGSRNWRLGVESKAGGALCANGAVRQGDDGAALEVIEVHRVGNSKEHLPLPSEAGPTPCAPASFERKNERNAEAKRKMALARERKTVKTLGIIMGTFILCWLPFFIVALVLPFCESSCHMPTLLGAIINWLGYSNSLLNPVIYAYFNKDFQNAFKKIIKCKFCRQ
S1P3 agonist: human S1P3 receptor agonists, primary screen, cell-based, primary and confirmation, NFAT-BLA reporter; S1P3 NFAT-BLA reporter cells, agonism, FRET ratio; relative to 1 µM S1P, basal subtracted; activation, % at 4.5 µM; hit rate 0.1% among 60,000;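 active = activation above the screen-wide mean plus 3 SD, cut at about 4.5% in these data, passing the limit was not always enough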; also: some compounds called inactive have numbers as strong as hits
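Measure – % activation relative to 1 µM S1P (100%), per plate · System – stable CHO line with human S1P3, Gα16, NFAT-BLA reporter · Timing – cells plated overnight, compound 4 h 37 °C, substrate 2 h RT · Technique – fluorescent BLA substrate, ex 405 nm, em 460/535 nm ratio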
HEK293 NFkB inh: inhibitors of PMA/ionomycin-induced NF-kB reporter, primary screen, antigen receptor NF-kB inhibitor project, cell-based, HEK-293 luciferase reporter, luminescence; HEK-293 NF-kB luciferase reporter; inhibition, % at 3 µM; hit rate 0.21% among 62,000;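 active = inhibition above the mean of all tested compounds plus 3 SD, cut at about 40% in these data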;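 also: 0% = stimulated DMSO wells and 100% = 10 µM reference inhibitor 5653914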
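Reagent: PMA plus ionomycin mix as NF-kB-activating stimulus. Assay system: NF-kB luciferase reporter HEK-293 cells. Technique: luminescence from luciferase substrate reagent. Incubation: 1 h compound pre-incubation, 16 h PMA/ionomycin at 37 °C. Benchmarks: DMSO only as uninhibited control, 10 µM reference inhibitor as full inhibition. Repeats: tested once.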
D1 allo mod: D1 CRE-luciferase signal change, two-sided – cell-based, HEK293 D1, dopamine EC30, D1 allosteric modulator project, primary screen; B-score at 10 µM; hit rate 5.9% among 58,000; D(1A) dopamine receptor (Homo sapiens), P21728; dopamine EC30 potentiation; actives deviate in either direction; AID 641, 2007;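 active = luminescence count or its row- and column-corrected plate score outside the 99.7% band of the plate's sample wells, on either side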
Jurkat viability: cytotoxicity toward Jurkat T cells, primary screen, cytotoxicity control, cell-based, Jurkat E6.1, 60K MLSMR library; Jurkat E6.1 viability, ATP luminescence, 48 h; inhibition, % at 4 µM; hit rate 1.2% among 56,000; AID 463, 2006;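 active = inhibition above the mean inhibition of all tested compounds plus 3 SD, cut at about 28% in these data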
HTR1E agonist: 5-HT1E receptor agonists, primary screen, cell-based, HTS. 5-hydroxytryptamine receptor 1E (Homo sapiens), P28566. activation, % at 6 µM. hit rate 0.69% among 65,000. CHO 5-HT1E Ga15 NFAT-bla reporter, FRET; 0% DMSO wells, 100% control agonist wells;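 active = activation above a set limit, the screen-wide mean activation plus 3 SD, cut at about 8.5% in these data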;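 also: 100% = positive control agonist at 1 µM giving full maximal response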
S1P1 ag pot: S1P1 agonists and agonism potentiators, primary screen, cell-based, primary and confirmation screens, CRE-bla reporter; Sphingosine 1-phosphate receptor 1 (Homo sapiens), P21453; S1P1 CRE-bla cells, forskolin, beta-lactamase FRET, potentiator mode; S1P1 agonist co-added at EC20, 2 nM; 100% = saturating reference agonist, 0% = basal; activation, % at 9.5 µM; hit rate 0.57% among 56,000;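 active = activation above a cutoff set at the mean activation of all tested compounds plus 3 SD, cut at about 54% in these data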;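 also: forskolin at 4 µM as EC80 and the EC20 agonist is SEW2871; 100% = SEW2871 at its EC100 plus forskolin at EC80; some compounds past the cut are filed as inactive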
Target sequence (P21453 whole entry, looked up): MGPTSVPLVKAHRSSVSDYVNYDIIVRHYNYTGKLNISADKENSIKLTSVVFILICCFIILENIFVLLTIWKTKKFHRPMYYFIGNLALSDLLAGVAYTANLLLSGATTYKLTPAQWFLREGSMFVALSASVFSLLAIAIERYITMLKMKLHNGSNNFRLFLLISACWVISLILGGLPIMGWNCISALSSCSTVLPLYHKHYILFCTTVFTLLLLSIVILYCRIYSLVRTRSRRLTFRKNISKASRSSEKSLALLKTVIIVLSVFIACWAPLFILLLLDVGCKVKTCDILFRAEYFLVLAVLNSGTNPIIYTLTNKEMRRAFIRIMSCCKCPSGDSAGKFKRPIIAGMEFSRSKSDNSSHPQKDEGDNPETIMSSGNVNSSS
HTR1A agonist: human 5-HT1a receptor agonists, primary screen, cell-based, CHO, Ga15 NFAT-bla reporter. 5-hydroxytryptamine receptor 1A (Homo sapiens), P08908. CHO 5-HT1a Ga15 NFAT-bla reporter, FRET ratio; 0% basal, 100% maximal reference agonist. activation, % at 10 µM. hit rate 0.56% among 65,000. AID 567, 2006;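 active = activation above the screen-wide mean activation plus 3 SD, cut at about 19% in these data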;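 also: 0% = DMSO wells and 100% = 5-CT at EC100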
5HT1E antag: 5-HT1E receptor antagonists, primary screen, cell-based, HTS | 5-hydroxytryptamine receptor 1E (Homo sapiens), P28566 | CHO 5-HT1E Ga15 NFAT-bla reporter, FRET, antagonist | inhibition, % at 6 µM | hit rate 0.99% among 65,000;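 active = inhibition above a set limit, the mean inhibition across every tested compound plus 3 SD, cut at about 29% in these data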;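 also: signal is the 460 over 535 nm emission ratio of beta-lactamase substrate; 0% = agonist plus DMSO wells and 100% = wells without agonist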
* hit, by the source's call; · = no result given.

SMILES	5HT1a antag	S1P3 agonist	HEK293 NFkB inh	D1 allo mod	Jurkat viability	HTR1E agonist	S1P1 ag pot	HTR1A agonist	5HT1E antag
CC(C)OC(=O)CN1C(=O)C(C)(C)Oc2ccc(C(=O)NC3CC3)cc21	14	-0.4	1	0.0012	-4	0.1	6	-1.6	2
CC(Sc1nc(-c2ccccc2)cc(C(F)(F)F)n1)C(=O)N1CCC(C(N)=O)CC1 (stereo not drawn)	-13	-0.2	29	-0.64	0	-0.1	-11	1.1	1
CCOC(=O)C1C(c2ccc(C)o2)NC(=O)NC1(O)C(F)(F)F (stereo not drawn)	-7	0.1	5	·	-8	-1.3	-16	-3.5	-8
O=S(=O)(NCCOc1ccc(F)cc1)c1ccc2c(c1)OCCO2	-3	-1.2	16	0.22	3	0.1	-3	-2.4	1
COC(=O)C1=C(C)C(c2cccs2)NC(=O)N1C (stereo not drawn)	0	·	11	0.15	·	-0.4	·	1.0	-1
COC(=O)c1ccccc1NC(=O)c1noc2c1CCC2	-1	-1.2	4	3	4	0.6	0	-3.4	0
CC1CCN(Cc2ccc(NC(=O)CC3Oc4ccccc4NC3=O)cc2)CC1 (stereo not drawn)	-2	-0.4	-5	2.8*	-2	0.3	-1	1.3	2
O=C(NCCO)c1cccc2c1C(=O)c1ccccc1-2	·	-0.1	·	0.14	·	0.4	-11	-2.6	-8
CC(C)(O)C#Cc1ccc(C(=O)N2CCCC2C(=O)O)s1 (stereo not drawn)	1	0.3	6	-0.54	-10	0.5	1	-0.7	-8
CCOC(=O)N1CCN(S(=O)(=O)c2ccc(OC)c3ccccc23)CC1	-2	-0.9	3	0.59	6	-0.1	·	-2.0	2
O=C(NCCNC(=O)C(c1ccccc1)c1ccccc1)c1ccco1	-2	-0.1	12	5.3*	-3	-1.2	-9	-1.2	-1
C=CCn1c(SCc2nc3ccccc3c(=O)[nH]2)nnc1-c1cc2cc(Cl)ccc2o1	-1	-1.1	10	0.64	-9	0.2	·	3.0	2
CCOC(=O)CCc1nc2ccccc2[nH]c1=O	-9	-0.6	-9	0.51	-6	-1.1	12	-0.1	11
CC(=O)NCCOc1nc(N(C)C)nc(N2CCOCC2)n1	-6	-0.1	5	-0.45	8	-0.5	1	26*	2
Cn1cccc1C(=S)N=P(C1CCCCC1)(N1CCOCC1)N1CCOCC1	-7	-0.5	11	-0.041	1	-0.2	9	-2.4	-4
c1csc(-c2nn3c(C4COc5ccccc5O4)nnc3s2)c1 (stereo not drawn)	1	-0.9	-1	8.6*	-4	0.6	-57	0.0	2
COCCNC(=O)CN1CCOc2ccccc21	16	-0.8	14	0.21	1	0.5	-8	-3.0	2
O=C(COc1ccccc1Cl)N(Cc1ccco1)C1CCS(=O)(=O)C1 (stereo not drawn)	3	-1.5	13	0.063	2	0.8	8	-2.7	-8
O=C(CC1C(=O)NCCN1C(=O)Nc1ccccc1)Nc1ccc2c(c1)OCO2 (stereo not drawn)	-5	-0.7	9	0.48	-9	-0.6	4	-1.2	-6
COc1ccc(OC)c(NC(=O)c2ccc(NC(C)=O)cc2)c1	12	-1.1	-2	-0.069	-7	-0.6	-1	-3.6	3
Cc1nnc(SCC(=O)Nc2ccc3c(c2)OCCO3)n1CC1CCCO1 (stereo not drawn)	2	-0.8	11	-0.71	1	-0.6	-1	-0.3	3
CC(=O)OC1c2ccccc2C(=O)N1c1ccccc1C (stereo not drawn)	1	-0.2	13	-0.72	4	-0.7	-6	-0.6	9
CCCCC(CC)CNC(=O)CCS(=O)(=O)c1cccc2nsnc12 (stereo not drawn)	7	·	17	0.028	·	-0.8	·	-1.8	-8
CC1=NC(Nc2nc(C)c3ccccc3n2)=NC(C)(C)C1	-10	-1.0	5	-4.1*	16	1.8	-76	1.2	-5
CC(C)OC(=O)CCCCCN1C(=O)CSC1=S	4	-1.0	14	-0.16	13	-0.1	11	1.4	15

13 structures already listed, ordered by molar mass, ascending:
SMILES	5HT1a antag	S1P3 agonist	HEK293 NFkB inh	D1 allo mod	Jurkat viability	HTR1E agonist	S1P1 ag pot	HTR1A agonist	5HT1E antag
CCOC(=O)CCc1nc2ccccc2[nH]c1=O	-9	-0.6	-9	0.51	-6	-1.1	12	-0.1	11
COCCNC(=O)CN1CCOc2ccccc21	16	-0.8	14	0.21	1	0.5	-8	-3.0	2
COC(=O)C1=C(C)C(c2cccs2)NC(=O)N1C (stereo not drawn)	0	·	11	0.15	·	-0.4	·	1.0	-1
CC1=NC(Nc2nc(C)c3ccccc3n2)=NC(C)(C)C1	-10	-1.0	5	-4.1*	16	1.8	-76	1.2	-5
CC(C)(O)C#Cc1ccc(C(=O)N2CCCC2C(=O)O)s1 (stereo not drawn)	1	0.3	6	-0.54	-10	0.5	1	-0.7	-8
COc1ccc(OC)c(NC(=O)c2ccc(NC(C)=O)cc2)c1	12	-1.1	-2	-0.069	-7	-0.6	-1	-3.6	3
O=S(=O)(NCCOc1ccc(F)cc1)c1ccc2c(c1)OCCO2	-3	-1.2	16	0.22	3	0.1	-3	-2.4	1
CC(C)OC(=O)CN1C(=O)C(C)(C)Oc2ccc(C(=O)NC3CC3)cc21	14	-0.4	1	0.0012	-4	0.1	6	-1.6	2
CCOC(=O)N1CCN(S(=O)(=O)c2ccc(OC)c3ccccc23)CC1	-2	-0.9	3	0.59	6	-0.1	·	-2.0	2
O=C(COc1ccccc1Cl)N(Cc1ccco1)C1CCS(=O)(=O)C1 (stereo not drawn)	3	-1.5	13	0.063	2	0.8	8	-2.7	-8
O=C(CC1C(=O)NCCN1C(=O)Nc1ccccc1)Nc1ccc2c(c1)OCO2 (stereo not drawn)	-5	-0.7	9	0.48	-9	-0.6	4	-1.2	-6
Cn1cccc1C(=S)N=P(C1CCCCC1)(N1CCOCC1)N1CCOCC1	-7	-0.5	11	-0.041	1	-0.2	9	-2.4	-4
C=CCn1c(SCc2nc3ccccc3c(=O)[nH]2)nnc1-c1cc2cc(Cl)ccc2o1	-1	-1.1	10	0.64	-9	0.2	·	3.0	2

Continued:
SMILES	5HT1a antag	S1P3 agonist	HEK293 NFkB inh	D1 allo mod	Jurkat viability	HTR1E agonist	S1P1 ag pot	HTR1A agonist	5HT1E antag
O=C(NCc1cccs1)C1CCCN(S(=O)(=O)c2ccc3c(c2)OCO3)C1 (stereo not drawn)	17	·	13	0.027	·	-0.8	·	-0.5	2
COc1ccc2cc3cc(C(=O)NCC4COc5ccccc5O4)oc3nc2c1 (stereo not drawn)	-12	0.4	4	0.09	-3	-0.1	-4	2.7	1
CCOc1ccccc1NC(=O)CCc1ccc(C)o1	-1	-0.3	-2	-0.97	-5	-0.6	·	-2.2	0
Cn1c(C(=O)NC2CCCCCC2)cc2c(=O)n(C)c3ccccc3c21	-26	-0.2	12	-1.2	1	0.5	-16	8.4	-7
CCOC(=O)C(Cc1cc(C(C)=O)ccc1OCC)C(=O)OCC	-11	0.4	5	0.46	-1	0.4	-13	-0.4	-11
COc1ccc(-n2nnc3c(SCC(=O)Nc4ccc5c(c4)OCCO5)ncnc32)cc1	7	-0.5	3	-0.0082	-2	-1.9	9	-0.3	-4
COC(=O)CSc1nc2ccc(NC(=O)CSc3nnnn3Cc3ccccc3)cc2s1	-2	-1.3	11	0.22	1	0.0	·	-1.0	-1
CCOC(=O)Cn1nnc(-c2ccc(OCC(C)C)cc2)n1	-7	-1.0	6	·	9	-0.2	-8	-1.0	-6
COc1ccc(-n2c(=S)[nH]c3cc(C(=O)NCCCN4CCCC4=O)ccc3c2=O)cc1	-12	0.2	4	-0.02	-6	-0.6	-1	-2.8	3
Cc1ccc(-c2nnc(SCC(=O)N3CCCC3)o2)cc1C	1	-0.3	-8	-0.087	7	0.9	-6	-3.0	-7
Cc1oc(/N=C/c2ccc(Cl)cc2Cl)c(C#N)c1C	3	-2.1	6	-0.57	0	0.1	-6	-1.8	-6
COc1cc(C)nc(OCCNC(=O)COc2ccc(Cl)cc2Cl)n1	-2	0.1	6	0.5	-2	-0.8	2	1.0	10
O=C1CC(c2ccc(S(=O)(=O)NCc3ccccc3)cc2)CN1 (stereo not drawn)	11	-0.8	5	·	4	-1.4	1	3.5	21
Cc1ccc(NC(=O)CSC(N)=O)cc1Cl	-9	-1.2	18	-0.73	5	0.5	-24	-5.7	8
COc1ccc(C(=O)NCc2c(CC(C)C)oc(C)c2C(=O)O)cc1	-12	-0.4	-6	0.25	0	0.0	-9	-3.1	3
COc1cccc2cc(C(C)=O)c(=O)oc12	6	-0.4	5	0.32	7	-2.0	-9	-2.7	-2
O=C(NCc1ccccc1)N1CCn2c(nc3ccccc32)C1	-7	-1.0	14	0.61	-4	-0.2	-6	-1.2	2
Cc1ccc2c(c1)c1c(n2CC2COC(C)(C)O2)C(=O)CCC1 (stereo not drawn)	-12	1.0	6	0.22	-6	-0.3	2	0.9	-6
CCCCCSc1nc2c(c(=O)[nH]c(=O)n2C)n1C	-7	-0.8	-5	2.5	-2	0.1	-11	-2.4	7
C=C(C)CN1CCN(c2c(CCC#N)c(C)c(C#N)c3nc4ccccc4n23)CC1	·	-1.9	·	5.4*	·	-0.6	-11	-1.1	9
CSC1=NCCN1C(=O)COc1ccccc1	-14	-0.2	18	1	-13	1.2	-2	1.1	4
COc1ccc(S(=O)(=O)N2CCc3ccccc32)cc1C(=O)OCc1nnc(-c2ccccc2)o1	-3	0.2	-4	3.2*	6	-0.1	-3	-1.7	-1
Cc1ccc(-n2ncc3c(N4CCN(c5ccccc5)CC4)ncnc32)c(C)c1	·	-5.4	·	-4*	·	0.9	-7	1.2	51*
CSc1nnc2n(CCc3ccccc3)c(=O)c3c4c(sc3n12)CCCC4	-6	-1.4	17	-1.5	2	-0.8	-18	-2.0	-4
N#Cc1nc(-c2ccco2)oc1NCc1cccnc1	-9	0.2	23	2.3	3	0.3	-41	0.2	-11
CC(=O)Nc1cc2c(cc1C(=O)C(C)C)OCCO2	2	-0.1	0	5.3*	-2	0.8	-9	1.7	0
COc1ccc(CCN(Cc2cc3cccc(C)c3[nH]c2=O)C(=O)N2CCCC2)cc1OC	3	0.3	8	·	4	0.6	-11	3.9	-9

From PubChem

Compounds were not picked by outcome; about 8.3% have a hit in one of these screens.
